SUMO1 PPI mod: modulators of SUMO1 protein-protein interactions, primary screen, biochemical, uHTS; SUMO1 binding to a labelled peptide, TR-FRET, 1 h; Small ubiquitin-related modifier 1 (Homo sapiens), P63165; inhibition, % at 20 µM; AID 602429, 2012; actives 0.33% (n = 360,000); in the data active means inhibition above about 37%
Target sequence (P63165 whole entry, looked up): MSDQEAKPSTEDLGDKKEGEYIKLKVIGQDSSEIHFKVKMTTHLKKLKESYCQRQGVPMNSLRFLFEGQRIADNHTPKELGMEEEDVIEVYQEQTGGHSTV
SKN-1 block: suppressors of acrylamide-induced Pgst-4::GFP reporter in worms, primary screen, SKN-1 inhibitor project, whole organism, uHTS, GFP/RFP fluorescence ratio, strain VP596; C. elegans VP596 Pgst-4::GFP/RFP ratio, 24 h; inhibition, % at 21.8 µM; actives 0.49% (n = 360,000);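 active means interference check ratio from 0.5 to 1.5 plus GFP to RFP signal ratio inhibition reaching or exceeding a fixed threshold, cut at about 30% in these data, passing the limit was not always enough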; further: some compounds called inactive have numbers as strong as hits
MT1-MMP act inh: blockers of MT1-MMP proenzyme processing, primary screen, HT1080 RFP-PRO-GFP cells, GFP/RFP fluorescence. actives 0.061% (n = 360,000). Matrix metalloproteinase-14 (Homo sapiens), P50281. GFP/RFP ratio change, % at 20 µM. GFP/RFP ratio fluorescence, overnight; percent of plate control window, DMSO zero;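 active means GFP/RFP ratio change of at least 30% with cell ATP level not reduced by more than half and red fluorescence within 50% of control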; further: strong numbers were not always called active
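Compound: 20 µM single dose, 1% DMSO / System: HT1080 RFP-PRO-GFP cells / Controls: DMSO and RFP-L50D-GFP cell wells / Read-out basis: GFP/RFP fluorescence ratio / Schedule: overnight compound exposure at 37 °C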
STEP block: STEP phosphatase inhibitors, primary screen, biochemical, fluorescence intensity, uHTS. recombinant STEP, OMFP fluorogenic substrate. inhibition, % at 20 µM. actives 0.25% (n = 360,000). AID 588621, 2011;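 active means inhibition at 20 µM, scaled per plate between control wells, above about 37%, limit read from the data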;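 further: 0% = DMSO with enzyme and substrate and 100% = substrate only without enzyme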
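Also added – OMFP at 25 µM · Test system – STEP tyrosine phosphatase · Technique – FITC-channel fluorescence of OMFP product · Schedule – 20 min at room temperature, dark · Evaluation – control-normalized % inhibition with plate pattern correction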
DNMT1 inh: human DNMT1 methyltransferase inhibitors, primary screen, biochemical, molecular beacon, fluorescence, HinP1I cleavage, uHTS. DNA (cytosine-5)-methyltransferase 1 (Homo sapiens), P26358. inhibition (reported as % activation of signal), % at 10 µM. actives 0.83% (n = 360,000); in the data active means inhibition above about 50%
Scp1 inh: Scp-1 phosphatase inhibitors, primary screen, biochemical, colorimetric, uHTS; inhibition, % at 20 µM; AID 493091, 2011; actives 0.88% (n = 340,000); Recombinant Scp1, phosphopeptide, malachite green phosphate absorbance;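 active means inhibition above about 50% at 20 µM, limit read from the data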;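 further: plate controls were DMSO wells with enzyme for no effect and wells lacking enzyme for full effect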
Target sequence (Q9GZU7 76-261 limits assumed): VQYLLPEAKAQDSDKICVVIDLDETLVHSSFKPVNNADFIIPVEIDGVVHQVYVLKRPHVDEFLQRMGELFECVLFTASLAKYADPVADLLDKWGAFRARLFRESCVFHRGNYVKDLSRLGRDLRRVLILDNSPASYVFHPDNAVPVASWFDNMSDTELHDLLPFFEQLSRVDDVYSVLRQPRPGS
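Material: truncated SCP-1 phosphatase (76-261aa) / Buffer or medium: 50 mM Tris acetate pH 5.5, 0.005% Tween-20, 10 mM MgCl2 / Compound dosing: one concentration, 20 µM, with 1.0% DMSO / Incubation: 45 min room-temperature reaction, 5 min colour, 30 min stabiliser / Detection: colorimetric free-phosphate detection, absorbance 630 nm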
LMPTP block: LMPTP phosphatase inhibitors, primary screen, biochemical, fluorescence intensity, uHTS; Low molecular weight phosphotyrosine protein phosphatase (Homo sapiens), P24666; recombinant LMPTP-A, OMFP fluorogenic substrate; inhibition, % at 20 µM; actives 0.22% (n = 360,000); AID 651560, 2012;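 active means compounds that cut the enzyme signal by at least half of the control window in the single-dose screen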;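 further: plate controls were DMSO wells with enzyme plus substrate for no effect and substrate without enzyme for full effect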
Target sequence (P24666 whole entry, looked up): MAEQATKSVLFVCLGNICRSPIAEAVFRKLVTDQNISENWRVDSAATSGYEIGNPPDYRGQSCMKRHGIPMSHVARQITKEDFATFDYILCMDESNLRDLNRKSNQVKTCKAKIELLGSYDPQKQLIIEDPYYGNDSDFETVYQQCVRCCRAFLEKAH
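Assay system: LMPTP-A phosphatase enzyme | Input: 0.625 nM enzyme | Also added: Fluorogenic phosphatase substrate OMFP at 400 µM final | Compound dosing: One test concentration per compound, 20 µM, with 3% DMSO overall | Schedule: 50 min enzyme reaction at room temperature, protected from light | Signal: Fluorescence intensity | Benchmarks: no-enzyme and uninhibited controls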
NadD inh: inhibitors of S. aureus NadD, primary screen, biochemical, colorimetric, uHTS | Nicotinate-nucleotide adenylyltransferase NadD (Staphylococcus aureus N315) | purified NadD enzyme, colorimetric absorbance read-out | inhibition, % at 20 µM | actives 0.78% (n = 360,000) | AID 602399, 2012; in the data active means inhibition above about 26%; further: some compounds past the cut are filed as inactive
CendR NRP1 mod: modulators of CendR peptide binding to NRP-1, primary screen, biochemical, fluorescence polarization, uHTS; Neuropilin-1 (Homo sapiens), O14786; FAM-RPARPAR peptide binding to NRP-1; inhibition, % at 25 µM; actives 0.85% (n = 360,000); AID 602438, 2012;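 active means inhibition or corrected inhibition above about 18%, plus a signal ratio from 0.5 to 1.5, limit read from the data, passing the limit was not always enough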; further: strong numbers were not always called active
Rpn11 inh: Rpn11 (PSMD14) deubiquitinase inhibitors, primary screen, biochemical, fluorescence polarization, uHTS | 26S proteasome non-ATPase regulatory subunit 14 (Homo sapiens), O00487 | human 26S proteasome, Ub4-pepOG fluorescence polarization; 20S core pre-blocked with epoxomicin | calls only at 20 µM | actives 0.59% (n = 360,000) | AID 588493, 2011;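 active means inhibition at 20 µM, scaled to each plate's controls, above about 33%, limit read from the data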
Target sequence (O00487 whole entry, looked up): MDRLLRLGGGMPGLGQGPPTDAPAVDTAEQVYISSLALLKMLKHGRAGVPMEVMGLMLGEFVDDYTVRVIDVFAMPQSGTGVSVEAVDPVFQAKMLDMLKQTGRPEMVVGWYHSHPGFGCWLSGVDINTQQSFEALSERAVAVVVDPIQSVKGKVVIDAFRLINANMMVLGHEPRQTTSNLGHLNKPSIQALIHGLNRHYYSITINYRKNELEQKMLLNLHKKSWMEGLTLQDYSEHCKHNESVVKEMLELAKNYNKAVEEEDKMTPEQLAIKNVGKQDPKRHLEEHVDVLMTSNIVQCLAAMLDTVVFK
Starred values were filed as active, the others as inactive; i = inactive; x = no result given.

mol | SUMO1 PPI mod | SKN-1 block | MT1-MMP act inh | STEP block | DNMT1 inh | Scp1 inh | LMPTP block | NadD inh | CendR NRP1 mod | Rpn11 inh
COc1cccc(-c2nnc(NC(=O)c3cccs3)s2)c1 | -1 | 3 | -7 | 2 | -7 | -9 | 2.0 | -3 | -15 | i
COc1cc(CC(=O)Nc2ccc(N3CCOCC3)cc2)cc(OC)c1OC | 0 | -4 | 2 | -2 | 2 | -5 | -0.1 | 1 | -11 | i
Cc1cccc(C)c1NC(=O)CN(C)C(=O)C1CC(=O)N(c2cccc3ccccc23)C1 (stereo not drawn) | -4 | -18 | 7 | -1 | -1 | -5 | -0.5 | 2 | 2 | i
Cc1nc2nc(C(F)(F)F)[nH]c2nc1C | 1 | 0 | 4 | 0 | 1 | x | -1.8 | 1 | 21 | i
COc1ccc(-c2ccc(N(C)C)cc2)cc1[C@H]1[C@@H]2C=CCC[C@@]2(C)C(=O)N1Cc1ccccc1 | 1 | 14 | -16 | 3 | -5 | 5 | 14 | 25 | 16 | i
CCNc1nc(SCC(=O)Nc2ccccc2)nc(N2CCOCC2)n1 | -3 | 1 | -2 | 2 | 2 | -5 | 1.0 | -1 | -12 | i
Cc1nn(CC2CC2)c(=O)n1-c1cccc(Cl)c1 | 4 | -5 | -1 | -1 | -1 | -2 | -1.9 | 1 | 9 | i
O=C(COc1ccc(Oc2ccccc2)cc1)NCc1cn2ccccc2n1 | -2 | -14 | 2 | 1 | 0 | -6 | -0.9 | -5 | 0 | i
COc1ccc(NC(=O)CCNS(=O)(=O)c2ccc3c(c2)CC(C)N3C(=O)C2CC2)cc1 (stereo not drawn) | 1 | -4 | 1 | 0 | -1 | -11 | -1.5 | 2 | 4 | i
Nc1ccn(C2OC(COP(=O)(O)O)C(O)C2O)c(=O)n1 (stereo not drawn) | 1 | -4 | -9 | -3 | 0 | 5 | -0.7 | 2 | 13 | i
CCc1cccc(CC)c1NC(=O)C1SC(=Nc2ccccc2C)C(c2nc3ccccc3s2)=C1N (stereo not drawn) | 2 | 21 | -11 | 3 | -7 | -5 | 3.0 | 32* | -6 | x
CN(C)S(=O)(=O)N1CCN(c2ccc([N+](=O)[O-])cc2)CC1 | -17 | -7 | 0 | 0 | -1 | -9 | 0.1 | 0 | -3 | i
OC(CNc1nc2ccccc2s1)c1ccccc1 (stereo not drawn) | -3 | -8 | 2 | -2 | -2 | -3 | -2.4 | 4 | -2 | i
CC(C)(C)NC(=O)CN(Cc1cccnc1)C(=O)c1csnn1 | 0 | 12 | -2 | -2 | 2 | -7 | -2.1 | 6 | 6 | i
O=C(NCc1nc(-c2ccc(C(F)(F)F)cc2)no1)Nc1cc(Cl)cc(Cl)c1 | -2 | -26 | 2 | 0 | -3 | -7 | 4.5 | -6 | 1 | i
CCOC(=O)CNC(=O)N1c2ccccc2Sc2ccccc21 | 3 | 2 | -1 | 9 | -8 | -7 | -1.2 | -5 | 11 | i
Cc1cc(C)nc(N2CCCC(C(=O)NCCc3cccc(F)c3)C2)n1 (stereo not drawn) | -3 | 3 | 3 | 0 | -1 | -6 | -0.9 | -1 | -10 | i
CC(=O)c1ccc(-n2c(CCC(=O)O)ccc2-c2cccs2)cc1 | -1 | 10 | -6 | 2 | 0 | -3 | 0.9 | 10 | -9 | i
CCCn1c(=N)c(C(=O)NCc2ccc3c(c2)OCO3)cc2c(=O)n3cccc(C)c3nc21 | -17 | -4 | 1 | 2 | 2 | -4 | 0.4 | 5 | -12 | i
COc1ccc(-c2cc(C3CCN(Cc4cccc(C(F)(F)F)c4)CC3)[nH]n2)cc1 | 0 | 6 | 0 | 1 | -11 | 5 | -0.3 | -4 | -4 | i
O=C(NCC1CCCO1)C(=O)N/N=C/c1c(F)cccc1Cl (stereo not drawn) | -12 | 13 | -3 | -2 | 0 | -10 | -1.7 | -4 | 5 | i
COc1ccc(CC2(CO)CCN(Cc3cc4ccccc4o3)CC2)cc1 | 1 | -13 | 2 | -4 | -7 | -7 | 0.5 | -7 | -6 | i
Cc1cc(=O)[nH]c(NN=C2C3CC4CC(C3)CC2C4)n1 | 2 | 11 | 3 | 4 | 2 | -7 | -0.3 | -3 | -2 | i
CCn1c(NCc2cc(Br)ccc2NS(=O)(=O)c2ccc(C)cc2)nc2ccccc21 | 5 | 30 | -22 | 5 | -7 | 9 | 4.2 | 20 | -8 | i
O=[N+]([O-])c1cc(-c2nnc(Nc3ccc(O)cc3)c3ccccc23)ccc1N1CCOCC1 | -18 | -3 | 3 | 0 | -8 | 5 | 2.1 | 18 | 15 | i
CCOC(=O)COc1ccccc1-c1ccno1 | 1 | -11 | 1 | 3 | 1 | -5 | -0.7 | 2 | -14 | i
Cn1cc(Cl)c(C(=O)Nc2cnn(Cc3ccc(F)cc3)c2)n1 | -3 | 4 | 8 | 0 | -5 | 0 | -0.3 | 1 | 7 | i
CCN(CC(=O)Nc1ccc(OC)cc1)C(=O)c1cc([N+](=O)[O-])ccc1N1CCOCC1 | -26 | 11 | -2 | -1 | -2 | 16 | -0.6 | 0 | 1 | i
COCC(=O)/C=C1\Sc2ccccc2N1C | 2 | 10 | 7 | 3 | 5 | -6 | -0.9 | 0 | -3 | i
O=C(Nc1ccccc1C(=O)N/N=C/c1ccco1)c1ccc(F)cc1 | -3 | 0 | 6 | 1 | 20 | 0 | -0.2 | 3 | -9 | i

3 compounds already listed, ordered by the value under CendR NRP1 mod, smallest number first:
Molecule | CendR NRP1 mod
COc1cc(CC(=O)Nc2ccc(N3CCOCC3)cc2)cc(OC)c1OC | -11
CCN(CC(=O)Nc1ccc(OC)cc1)C(=O)c1cc([N+](=O)[O-])ccc1N1CCOCC1 | 1
CCOC(=O)CNC(=O)N1c2ccccc2Sc2ccccc21 | 11

(further entries)
mol | SUMO1 PPI mod | SKN-1 block | MT1-MMP act inh | STEP block | DNMT1 inh | Scp1 inh | LMPTP block | NadD inh | CendR NRP1 mod | Rpn11 inh
CCC(C(=O)N1CCN(S(=O)(=O)c2ccc(F)cc2)CC1)c1ccccc1 (stereo not drawn) | 1 | -16 | -4 | -1 | 1 | 38 | 1.3 | -7 | -17 | i
COc1ccc(OCC(=O)Nc2nc3c(s2)CCCC3)cc1 | 1 | -4 | 4 | 2 | 1 | 0 | 0.8 | -4 | 2 | i
c1csc(-c2nnc(N3CCOCC3)c3ccccc23)c1 | -8 | 8 | 8 | -2 | 2 | -5 | -0.6 | -2 | 3 | i
COC(=O)C1=C(C)N(CCCC(=O)O)C(=O)NC1c1cccc2ccccc12 (stereo not drawn) | 4 | 4 | 3 | 4 | -2 | -6 | -0.1 | 2 | 18 | i
O=C(c1cccc(C(F)(F)F)c1)C1CCCN(C(=O)CCn2cnnn2)C1 (stereo not drawn) | 5 | -4 | 7 | -2 | 0 | -5 | 0.0 | -3 | 11 | i
COc1ccc(C(=O)NNC(=O)c2ccccc2[N+](=O)[O-])cc1 | -9 | 2 | 0 | -4 | 2 | -2 | -0.9 | -5 | -3 | i
CCc1nc2ccc(C(=O)NCCOc3ccc(OC)cc3)cn2c1N(CC)Cc1cccc(Br)c1 | 1 | 4 | -6 | 2 | -11 | x | 3.3 | 4 | -5 | i
Cc1ccc(-n2c(C)cc(C(=O)NS(=O)(=O)c3ccc(C)cc3)c2C)cc1 | 2 | 14 | -1 | 0 | 3 | -10 | 0.3 | 9 | 5 | i
c1ccc(COc2ncnc3c2ncn3CCCNCc2ccccn2)cc1 | 3 | 1 | 4 | -2 | 4 | 0 | -0.1 | -5 | -6 | i
CC(C)CN1CCNC(=O)C1CC(=O)NCCc1cnn(-c2ccccc2)c1 (stereo not drawn) | -1 | 6 | -4 | 0 | 37 | -2 | -1.2 | 1 | 4 | i
Cc1cc(Nc2nc3ccccc3nc2Cl)n(-c2ccccc2)n1 | -4 | 22 | -13 | 6 | 14 | -3 | 0.6 | -2 | -4 | i
COc1ccc(-c2[nH]n(-c3ccc([N+](=O)[O-])cc3)c(=O)c2C=NCc2ccc(F)cc2)cc1 | 2 | 8 | -3 | -1 | 0 | -2 | 0.2 | 9 | -39 | i
Cn1c(=O)c2c(nc(NCCc3ccccc3)n2Cc2ccccc2)n(C)c1=O | 2 | 16 | -14 | -1 | 3 | -4 | 1.2 | -4 | -8 | i
CN(C)S(=O)(=O)c1ccc(N2CCCC2)c(C(=O)Nc2ccccc2Br)c1 | -5 | 6 | 2 | 0 | 0 | -3 | 0.6 | 0 | 3 | i
CCOC(=O)/C(=N\Nc1ccccc1[N+](=O)[O-])c1csc(N)n1 | -23 | 1 | 10 | 5 | -2 | -6 | 0.1 | 4 | -10 | i
Cc1ccc(NC(=O)c2sc3nc(N4CCOCC4)c4c(c3c2N)CCCC4)cc1 | -8 | 8 | 3 | 2 | -19 | x | 2.9 | 15 | -7 | i
COc1ccc([N+](=O)[O-])cc1NC(=O)COC(=O)Cc1cc(OC)c(OC)c(OC)c1 | -21 | 5 | 3 | -2 | -1 | -5 | -1.0 | -3 | -20 | i
C#CCN(C[C@@H]1[C@@H](OC(=O)NCCCCCC)[C@@H](OC(=O)NCCCCCC)Cn2c(=O)ccc(=O)n21)S(=O)(=O)c1ccc(C)cc1 | 2 | 3 | -29 | -1 | -3 | x | -16 | 8 | -3 | i
CCOC(=O)C[C@H]1c2cc(C(F)(F)F)ccc2S(=O)(=O)N1Cc1ccccc1 | 4 | 4 | 7 | -1 | 7 | -15 | 1.3 | -3 | 26* | i
